Screening data: PubChem BioAssay, several laboratories
Granule exo inh: blocks lytic granule exocytosis; TALL-104 LAMP-1 surface exposure, flow cytometry; cells stimulated with thapsigargin and PMA; inhibition, % at 10 µM; 360,000 compounds, 0.66% hits; AID 651702;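 active = inhibition above about 55%, limit read from the data; inconclusive = no clear call, values can overlap the other calls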
PDI inh: PDI (human) enzyme inhibition | P07237 | PDI insulin aggregation turbidity, A650, 90 min | inhibition, % at 10 µM | 350,000 compounds, 0.052% hits | AID 588391;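 active = mean inhibition across replicates of 30% or more, whatever share of single replicates reach that level; inconclusive = mean inhibition below 30% while every single replicate reaches 30%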;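 note: absorbance from insulin aggregation driven by PDI reduction with DTT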
Vif inh: blocks HIV Vif function; AID 602346; 340,000 compounds, 0.35% hits; inhibition, % at 7.49 µM; HEK293T cells, Vif self-association by quenched fluorescence, imaging, 24 h; in the data active = inhibition above about 50%, passing the limit was not always enough; inconclusive = no clear call, values can overlap the other calls; inactive = below about 31%; note: some results filed as inactive read as strong as hits
CaV13 ICDI inh: Disruptors of the CACNA1D IQ motif to Ca2+-dependent inactivation inhibitor domain association, primary screening, Förster resonance energy transfer in intact living …; HEK cells, CFP/YFP FRET ICDI-IQ, plate reader, 10 min; percent FRET-ratio fall versus neutral wells; inhibition, % at 12.3 µM; 340,000 compounds, 0.098% hits;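 active = mean replicate inhibition of at least 30% and at least 1% of replicates passing that level; inconclusive = only one of the two criteria is met; inactive = neither criterion is met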;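 note: 0% = median of the neutral control wells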
Glyco luc inh: blocks N-linked glycosylation in D54 reporter cells; reporter increase, % at 12.5 µM; 360,000 compounds, 0.23% hits; D54 ERlucT glycosylation luciferase reporter, 24 h; percent of 100 nM tunicamycin response;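 active = mean luciferase reporter signal, scaled so untreated is 0 and the glycosylation-blocking control 100, at or above a set limit in every replicate; inconclusive = mean reaches the limit but not every replicate does; inactive = mean below the limit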;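 note: luciferase carries N-glycosylation sites so blocking glycosylation raises the light; 0% = median of neutral control wells and 100% = median of 100 nM tunicamycin wells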
ABCB6 inh 2: human ABCB6 transporter inhibition; Q9NP58; K562-ABCB6 porphyrin accumulation, flow cytometry, 1 h; active compounds read low; fluorescence ratio to DMSO, % at 10 µM; 360,000 compounds, 0.19% hits;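 active = fluorescence ratio to DMSO below 75%, the collection mean minus 3 SD; inconclusive = too few cells collected in the well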;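 note: signal is porphyrin accumulated inside mitochondria; 100% equals median channel fluorescence of DMSO control wells; lower ratio means ABCB6 inhibition with less porphyrin fluorescence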
Target sequence (Q9NP58 whole entry, looked up): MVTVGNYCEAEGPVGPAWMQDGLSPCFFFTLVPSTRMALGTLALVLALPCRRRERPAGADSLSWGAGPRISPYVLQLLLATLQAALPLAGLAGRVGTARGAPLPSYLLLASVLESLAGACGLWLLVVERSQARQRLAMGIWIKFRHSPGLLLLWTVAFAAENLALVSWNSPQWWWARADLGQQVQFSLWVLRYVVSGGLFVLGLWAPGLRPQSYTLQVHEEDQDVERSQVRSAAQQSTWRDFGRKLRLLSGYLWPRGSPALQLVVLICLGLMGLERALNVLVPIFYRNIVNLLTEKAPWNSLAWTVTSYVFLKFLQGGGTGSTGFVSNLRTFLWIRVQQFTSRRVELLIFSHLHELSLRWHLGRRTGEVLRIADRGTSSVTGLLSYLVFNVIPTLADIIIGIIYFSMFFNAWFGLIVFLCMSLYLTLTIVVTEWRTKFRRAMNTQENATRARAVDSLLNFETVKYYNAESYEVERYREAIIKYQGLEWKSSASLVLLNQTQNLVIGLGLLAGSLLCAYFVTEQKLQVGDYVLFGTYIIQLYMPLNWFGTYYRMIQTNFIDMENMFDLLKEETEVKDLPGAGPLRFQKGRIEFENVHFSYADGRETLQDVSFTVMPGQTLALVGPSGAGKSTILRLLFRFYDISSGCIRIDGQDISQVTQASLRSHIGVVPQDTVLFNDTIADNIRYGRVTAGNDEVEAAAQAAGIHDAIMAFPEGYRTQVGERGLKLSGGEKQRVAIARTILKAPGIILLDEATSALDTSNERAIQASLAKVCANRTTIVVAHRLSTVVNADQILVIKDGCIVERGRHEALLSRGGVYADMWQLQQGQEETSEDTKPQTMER
HTR2A ag: mouse HTR2A agonism via beta-arrestin recruitment | 360,000 compounds, 0.66% hits | activation, % at 7.6 µM | AID 624169 | CHO-K1 mHTR2A beta-arrestin complementation, luminescence; percent of 30 µM serotonin response | P35363;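 active = activation above a run cutoff, the mean activation of all tested compounds plus 3 SD, cut at about 14% in these data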;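 note: 0% = plate median of compound wells and 100% = 30 µM serotonin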
iPSC survival up: enhancers of human iPSC single-cell survival | hiPSC single-cell survival, ATPlite luminescence; 100% = ROCK inhibitor wells, 0% = DMSO | survival enhancement, % at 20 µM | 360,000 compounds, 0.044% hits | AID 602274; in the data active = survival enhancement above about 18%;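 note: cells exposed to compounds for 16 hours before the ATP read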
H9c2 protect: modulators protecting cardiomyocytes from myocardial damage; H9c2 cardiomyocytes, H2O2 injury protection, ATPLite, 2 h; protection from H2O2 cell death, % at 20 µM; 360,000 compounds, 0.63% hits;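 active = compounds giving at least 50% protection of heart cells from peroxide-induced death in the single-dose screen, raw or plate-pattern-corrected value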;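 note: 0% = DMSO wells with peroxide and 100% = DMSO wells without peroxide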
aDG glyco up: increases alpha dystroglycan glycosylation; Pro5-aDG cells, alpha-DG glycosylation AlphaScreen (IIH6); 0% Pro5, 100% B10-LARGE cell signal; 360,000 compounds, 0.22% hits; AID 624168; activation, % at 10 µM;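 active = activation of at least 8% versus controls, or a plate z-score of at least 8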;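 note: Pro5 are CHO cells carrying HIG-tagged alpha-DG that lacks glycosylation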
An asterisk follows results filed as active; ? = inconclusive; . = not tested or not shown. An unsorted share of the library; about 3.1% have a hit in one of these screens.

SMILES	Granule exo inh	PDI inh	Vif inh	CaV13 ICDI inh	Glyco luc inh	ABCB6 inh 2	HTR2A ag	iPSC survival up	H9c2 protect	aDG glyco up
CCOC(=O)C1=C(C)OC(N)=C(C#N)C1c1ccccc1 (centres undefined)	-1	5	6	-5	4	99	2	5.9	1	-0.5
COC(=O)c1ccccc1NC(=O)CN(C)S(=O)(=O)c1cc(C)ccc1OC	0	-7	-4	.	-1	87	-3	5.1	10	0.1
N#C/C(=C/c1cccc([N+](=O)[O-])c1)c1nnc2n1CCCCC2	-12	-1	0	-18	-3	97	6	32*	7	0.9
O=C(NCc1ccccc1)N1CCN(c2ccccc2F)CC1	0	-4	-4	-6	0	91	-6	2.9	-1	0.2
FC(F)(F)Oc1ccc(Nc2nc3ccccc3o2)cc1	0	1	-3	.	2	93	9	-3.1	-8	0.3
NC(=O)NC(=O)C[n+]1cccc(/C=N/O)c1	1	12	-8	3	0	98	-2	1.1	8	0.3
C=CCOC(=O)C1=C(C)Nc2[nH]c(=O)[nH]c(=O)c2C1c1ccccc1 (centres undefined)	-1	-7	.	-19	0	103	2	0.0	0	-0.1
O=C(Cc1csc(-c2ccccc2)n1)NCc1ccc(F)cc1	-4	-16	5	-3	-3	106	-1	-2.8	5	0.2
CN1CCN(C(=S)NC(=O)c2ccccc2Cl)CC1	13	1	-10	-11	2	98	-4	-0.6	2	-0.6
CCC(=O)c1ccc2ncccc2c1	9	4	-2	-7	0	101	3	3.2	-1	0.1
O=C(NCc1ccc(F)cc1)C(c1ccccc1)N(C(=O)c1csnn1)C1CCCC1 (centres undefined)	20	6	6	-4	-1	98	3	-0.1	5	0.0
COc1cccc(NC(=O)CN(C)C(=O)C23CC4CC(CC(Cl)(C4)C2)C3)c1	0	-13	?	-3	0	99	4	-2.7	4	-0.1
CN(C/C=C/c1ccccc1[N+](=O)[O-])Cc1ccccc1	-3	-2	?	-1	0	95	-10	-0.4	-2	-0.2
COc1ccc(Cl)cc1-c1nc(SCC(=O)NC(C)C(C)C)n[nH]1 (centres undefined)	-2	-2	17	-18	2	102	-1	-1.6	4	-0.4
CCc1ccc(Nc2nc(C)cc(C)n2)cc1	-8	8	4	-2	0	99	2	-0.6	-10	0.0

For convenience, some entries already given:
SMILES	Granule exo inh	PDI inh	Vif inh	CaV13 ICDI inh	Glyco luc inh	ABCB6 inh 2	HTR2A ag	iPSC survival up	H9c2 protect	aDG glyco up
COC(=O)c1ccccc1NC(=O)CN(C)S(=O)(=O)c1cc(C)ccc1OC	0	-7	-4	.	-1	87	-3	5.1	10	0.1
N#C/C(=C/c1cccc([N+](=O)[O-])c1)c1nnc2n1CCCCC2	-12	-1	0	-18	-3	97	6	32*	7	0.9
O=C(NCc1ccccc1)N1CCN(c2ccccc2F)CC1	0	-4	-4	-6	0	91	-6	2.9	-1	0.2
FC(F)(F)Oc1ccc(Nc2nc3ccccc3o2)cc1	0	1	-3	.	2	93	9	-3.1	-8	0.3
NC(=O)NC(=O)C[n+]1cccc(/C=N/O)c1	1	12	-8	3	0	98	-2	1.1	8	0.3
C=CCOC(=O)C1=C(C)Nc2[nH]c(=O)[nH]c(=O)c2C1c1ccccc1 (centres undefined)	-1	-7	.	-19	0	103	2	0.0	0	-0.1
O=C(Cc1csc(-c2ccccc2)n1)NCc1ccc(F)cc1	-4	-16	5	-3	-3	106	-1	-2.8	5	0.2
CN1CCN(C(=S)NC(=O)c2ccccc2Cl)CC1	13	1	-10	-11	2	98	-4	-0.6	2	-0.6
CCC(=O)c1ccc2ncccc2c1	9	4	-2	-7	0	101	3	3.2	-1	0.1
O=C(NCc1ccc(F)cc1)C(c1ccccc1)N(C(=O)c1csnn1)C1CCCC1 (centres undefined)	20	6	6	-4	-1	98	3	-0.1	5	0.0
COc1cccc(NC(=O)CN(C)C(=O)C23CC4CC(CC(Cl)(C4)C2)C3)c1	0	-13	?	-3	0	99	4	-2.7	4	-0.1
CN(C/C=C/c1ccccc1[N+](=O)[O-])Cc1ccccc1	-3	-2	?	-1	0	95	-10	-0.4	-2	-0.2
COc1ccc(Cl)cc1-c1nc(SCC(=O)NC(C)C(C)C)n[nH]1 (centres undefined)	-2	-2	17	-18	2	102	-1	-1.6	4	-0.4
CCc1ccc(Nc2nc(C)cc(C)n2)cc1	-8	8	4	-2	0	99	2	-0.6	-10	0.0

Continued.
SMILES	Granule exo inh	PDI inh	Vif inh	CaV13 ICDI inh	Glyco luc inh	ABCB6 inh 2	HTR2A ag	iPSC survival up	H9c2 protect	aDG glyco up
COc1ccc(NC(=O)c2cncc(Br)c2)c(S(=O)(=O)N2CCOCC2)c1	2	-2	24	-4	-3	100	-2	1.1	2	-0.2
O=C(CCc1nnc(-c2ccc3c(c2)OCO3)o1)N1CCC(c2ccc(F)cc2)C1 (centres undefined)	-4	-3	0	2	2	104	-5	-0.8	3	-0.2
O=C(COC(=O)c1cc(=O)[nH]c2ccccc12)Nc1nccs1	-4	2	-16	-10	-2	100	-2	0.2	-3	0.0
Cc1ccc(C(=O)Nc2sc(C)c(-c3ccccc3)c2C(N)=O)cc1[N+](=O)[O-]	-4	-16	.	-4	-11	86	-3	-4.5	-10	1.1
O=C(COc1ccc([N+](=O)[O-])cc1)N1CCN(c2nnc(-c3ccccc3)c3ccccc23)CC1	10	1	-12	-5	-8	96	-1	0.2	49	0.3
Nc1nnc(C(=O)c2ccccc2N)s1	-4	-2	2	-8	1	104	3	-2.2	-4	0.2
CCCOC(=O)Cc1c(O)c2ccccc2[nH]c1=O	1	0	6	.	2	96	-5	-2.3	-2	0.2
O=[N+]([O-])c1cc(C(F)(F)F)ccc1NCCc1c[nH]c2ccccc12	-1	-3	.	-3	-4	91	-5	3.3	-12	-0.4
CC(OC(=O)c1ccc(O)cc1)C(=O)Nc1cc(C(F)(F)F)ccc1Cl (centres undefined)	4	0	-11	-5	0	96	-6	0.0	-12	0.2
CCOCCCN(C)C1CCN(C(=O)c2oc3ccccc3c2NC(=O)c2ccc(F)cc2)CC1	0	-1	14	-5	-7	93	-6	-0.1	-3	0.0
COc1ccc(-c2ccc3c(c2)O[C@H](CN(C)C(=O)Nc2ccccc2F)[C@@H](C)CN([C@H](C)CO)S3(=O)=O)cc1	-10	8	-17	-4	-4	92	7	-2.3	14	-0.2
COCCn1c(=O)c2c(nc3n2CCCN3CCc2ccccc2)n(C)c1=O	30	-2	-17	-3	2	95	12	0.1	2	0.0
O=C(CCN1CCCCC1)NNC(=O)C12CC3CC(CC(C3)C1)C2	-1	1	15	-7	1	101	-4	-0.6	-3	0.3
COc1ccc(S(=O)(=O)NCc2ccco2)cc1C(=O)N1CCCCC1	8	-6	12	-2	2	102	-1	1.8	1	-0.1
Cn1c(=O)n(CC(=O)N2CCN(c3nnc(-c4ccccc4)c4ccccc34)CC2)c2ccccc21	-3	-25	-15	-4	2	92	1	4.8	7	0.1
COC(=O)[C@]12CCCCC=C1N(CCc1ccc(OC)c(OC)c1)C(=O)[C@H](CC(=O)NCCCN1CCCC1=O)C2	-3	.	.	-12	.	.	2	.	.	0.0
COc1ccc(S(=O)(=O)NCCSCc2ccco2)cc1	2	0	-5	-5	-2	96	-3	3.3	-21	-0.2
CC(C)CC(NC(N)=O)C(=O)OCC(=O)NC(=O)NC1CCCC1 (centres undefined)	0	6	2	.	3	93	-1	-1.8	6	-0.1
COc1ccc(NC(=O)C2CCN(S(=O)(=O)c3cccc4nonc34)CC2)c(OC)c1	13	12	5	-4	-2	97	4	-0.5	-3	0.0
Cc1ccc(S(=O)(=O)CCC(=O)OCc2cc(=O)oc3cc(C)ccc23)cc1	0	-14	5	-2	0	97	-8	0.1	3	-0.4
COCCn1c(-c2ccc(OC)cc2)cnc1SCC(=O)Nc1cc(C)on1	1	-4	-4	-4	0	97	-1	-1.8	-8	0.1
CCOC(=O)C1CCN(C(=O)CN(Cc2ccccc2)S(C)(=O)=O)CC1	-3	2	36	-4	4	104	-1	1.8	-1	0.1
Cc1onc(-c2ccccc2)c1C(=O)N=C(N)c1ccc(Cl)cc1	-4	-6	-14	-2	3	102	5	-0.1	-2	0.2
CCc1ccc(OCCCC(=O)Nc2ccc(S(=O)(=O)Nc3cc(C)nc(C)n3)cc2)cc1	4	2	7	-3	-1	95	15*	0.9	-5	0.0
COC(=O)c1ccc2c(=O)n(-c3ccccc3F)c(=S)[nH]c2c1	-2	2	-6	-6	1	94	-2	0.3	-1	0.0
COc1cccc(Oc2ccc(N)cc2)c1	-2	11	1	-8	-2	103	-3	-3.1	-7	0.0
O=C(CN1C(=O)c2ccccc2C1=O)Nc1ccc(Cl)cn1	2	7	-2	-5	0	99	3	0.8	2	0.0
CN1CCCN(C(=O)c2ccc(Br)cc2)CC1	0	-6	2	-6	0	97	-1	-0.9	-4	-0.2
O=C(CCn1[nH]c(=O)c2ccccc2c1=O)NCCO	-1	-2	0	-9	2	106	4	0.3	-4	0.1
CN(C)CCN1C(=O)C(=O)/C(=C(/O)c2ccc(F)cc2)C1c1ccccc1F (centres undefined)	1	0	-3	-6	0	95	3	-1.2	0	0.0

Sorted by count of non-hydrogen atoms (smallest number first): part of the list above.
SMILES	Granule exo inh	PDI inh	Vif inh	CaV13 ICDI inh	Glyco luc inh	ABCB6 inh 2	HTR2A ag	iPSC survival up	H9c2 protect	aDG glyco up
O=C(Cc1csc(-c2ccccc2)n1)NCc1ccc(F)cc1	-4	-16	5	-3	-3	106	-1	-2.8	5	0.2
COc1ccc(Cl)cc1-c1nc(SCC(=O)NC(C)C(C)C)n[nH]1 (centres undefined)	-2	-2	17	-18	2	102	-1	-1.6	4	-0.4
COC(=O)[C@]12CCCCC=C1N(CCc1ccc(OC)c(OC)c1)C(=O)[C@H](CC(=O)NCCCN1CCCC1=O)C2	-3	.	.	-12	.	.	2	.	.	0.0

More structures:
SMILES	Granule exo inh	PDI inh	Vif inh	CaV13 ICDI inh	Glyco luc inh	ABCB6 inh 2	HTR2A ag	iPSC survival up	H9c2 protect	aDG glyco up
Clc1cccc(/C=N/Nc2nc(Cl)nc3ccccc23)c1	0	25	4	-4	-3	102	2	-1.3	14	-0.3
CCCNC(=S)N1CCCC(c2nc3ccccc3[nH]2)C1 (centres undefined)	-4	0	-5	-2	1	97	-5	0.3	-6	0.7
O=C(CSc1nc2[nH]ncc2c(=O)[nH]1)Nc1ccc(OC(F)(F)F)cc1	-1	-9	5	-14	0	100	7	1.6	-4	-0.4
COc1ccc(/C=C/C(=O)N2CCC(c3ccccc3)C2)cc1 (centres undefined)	-8	-6	-3	-4	-2	103	5	2.3	4	0.3
Cc1ccc(S(=O)(=O)N2CCN(C)CC2)c2nsnc12	-22	-27	-11	-4	4	100	-4	0.0	5	0.0
